LmPK inh: LmPK (Leishmania mexicana) enzyme inhibition; purified LmPK, Kinase-Glo ATP luminescence, 1 h; Potency, µM (doses to about 57.5 µM), inactives show top-dose activity change, negative = inhibition, actives largely listed as inhibitors; Q27686; 290,000 tested, 0.37% active; further: potency means the concentration at half of the fitted maximal effect
Target sequence (Q27686 whole entry, looked up): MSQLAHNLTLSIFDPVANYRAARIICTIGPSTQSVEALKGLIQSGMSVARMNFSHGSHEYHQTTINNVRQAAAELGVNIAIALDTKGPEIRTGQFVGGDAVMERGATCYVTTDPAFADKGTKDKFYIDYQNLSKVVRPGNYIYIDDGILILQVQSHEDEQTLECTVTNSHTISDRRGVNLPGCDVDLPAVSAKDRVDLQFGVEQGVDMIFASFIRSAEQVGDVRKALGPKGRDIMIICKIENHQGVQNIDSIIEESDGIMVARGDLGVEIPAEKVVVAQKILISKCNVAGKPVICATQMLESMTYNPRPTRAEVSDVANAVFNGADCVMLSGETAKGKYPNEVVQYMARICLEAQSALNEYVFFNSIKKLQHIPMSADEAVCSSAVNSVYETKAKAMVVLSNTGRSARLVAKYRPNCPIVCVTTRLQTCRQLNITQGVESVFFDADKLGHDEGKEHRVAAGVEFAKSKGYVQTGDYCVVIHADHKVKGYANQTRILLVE
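In 50 mM imidazole pH 7.2 with 7 mM MgCl2, LmPK (0.1 nM) turned over PEP (0.5 mM) and ADP (0.1 mM) for 1 h at room temperature. Luciferase read-out of ATP.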
TbPYK inhibitor: T. brucei pyruvate kinase inhibition; Q57TT1; TbPYK enzyme, Kinase-Glo Plus ATP luminescence, 45 min; Potency, µM (series often up to 76.8 µM), for the others: at the highest dose activity, negative = inhibition, usual class: inhibitors; 410,000 tested, 0.12% active; AID 624173; further: potency means the concentration at half of the fitted maximal effect; nearly all actives have a fitted effect of over 50% in size
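TbPYK + substrate in 50 mM TEA pH 7.2, 100 mM KCl, 10 mM MgCl2, 0.05% BSA, 0.01% Tween-20; cpd pinned; ADP 130 uM final; 45 min RT; Kinase-Glo Plus 10 min; luminescence endpoint.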
AmpC detergent: AmpC beta-lactamase inhibition with detergent present; P00811; AmpC hydrolysis of nitrocefin, absorbance 480 nm, 0.01% Triton; Potency, µM (doses to about 114 µM), for the others: top-dose activity change, negative = inhibition, hits mostly inhibitors; 370,000 tested, 0.041% active;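 further: potency means the concentration at half of the fitted maximal effect; 0% = no-compound wells and -100% = no-enzyme wells; nearly all actives have a fitted effect of over 25% in size; some results filed as inactive show a strong effect at the top dose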
Target sequence (P00811 whole entry, looked up): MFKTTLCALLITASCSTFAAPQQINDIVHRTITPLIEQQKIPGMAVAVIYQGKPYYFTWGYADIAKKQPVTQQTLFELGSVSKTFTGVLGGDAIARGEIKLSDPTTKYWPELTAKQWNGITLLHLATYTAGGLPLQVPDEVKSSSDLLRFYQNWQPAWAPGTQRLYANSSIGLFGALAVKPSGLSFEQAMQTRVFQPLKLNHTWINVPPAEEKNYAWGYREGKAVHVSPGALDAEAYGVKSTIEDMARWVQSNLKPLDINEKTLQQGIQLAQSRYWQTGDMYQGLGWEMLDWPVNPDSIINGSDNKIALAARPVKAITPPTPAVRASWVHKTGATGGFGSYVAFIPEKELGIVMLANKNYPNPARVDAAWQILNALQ
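AmpC (5.3 nM in the dispensed reagent) in 20 mM phosphate pH 7.0 with 0.01% (detergent screen) or 0.0001% Triton X-100 was preincubated with compounds for 15 min at room temperature. Nitrocefin was then added from an 800 uM solution, and hydrolysis was followed at 480 nm.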
AMA1-RON2 inh: inhibitors of Plasmodium falciparum AMA1-RON2 interaction; AlphaScreen AMA1-biotinylated RON2 peptide binding; Potency, µM (top dose mostly 58.2 µM), for inactives: top-dose activity change, negative = inhibition, usual class: inhibitors; 360,000 tested, 0.2% active;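 further: potency means the concentration at half of the fitted maximal effect; 0% = vehicle wells and -100% = peptide control; nearly all actives have a fitted effect of over 45% in size; some results filed as inactive show a strong effect at the top dose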
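AMA1 (3D7) with his tag at 25 nM final met compounds first, then biotinylated RON2 peptide at 25 nM; detection used donor plus acceptor beads, 10 µg/mL apiece, read by AlphaScreen after 30 min at room temperature.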
Sm TGR block: blocks Schistosoma mansoni thioredoxin glutathione reductase; purified TGR, DTNB reduction, TNB absorbance 405 nm; AID 485364; 360,000 tested, 3% active; Potency, µM (series often up to 114 µM), for inactives: top-dose activity change, negative = inhibition, usual class: inhibitors; further: potency means the concentration at half of the fitted maximal effect; nearly all actives have a fitted effect of over 60% in size
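TGR 20 nM + NADPH 100 uM (dispensed conc.), cpd preinc 15 min RT; start with NADPH (500 uM addition) then DTNB (15 mM addition). Kinetic TNB absorbance, 405 nm filter. Four-parameter Hill fit across titration.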
HCMV antiviral: blocks human cytomegalovirus replication; 410,000 tested, 4.5% active; activity change, negative = inhibition, % at 57.5 µM; HFF cells, HCMV-luciferase reporter, 72 h; hits give low values; AID 1259415; in the data active means activity change below about -60%; inconclusive means no clear call, values can overlap the other calls; inactive means above about -39%
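After 16 h attachment at 37C, HFF cells received test compound and HCMV-luciferase (1 PFU/cell); reporter luminescence read 72 h later, data normalized against buffer-only and known inhibitor Salinomycin.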
AmpC inh no detg: AmpC beta-lactamase inhibition without detergent | AID 485341 | AmpC nitrocefin hydrolysis, absorbance 480 nm, 0.0001% Triton | 330,000 tested, 0.52% active | Potency, µM (doses to about 57.1 µM), inactives show at the top dose activity change, negative = inhibition, actives largely listed as inhibitors | P00811;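 further: potency means the concentration at half of the fitted maximal effect; plate controls were no compound for no effect and no enzyme for full effect; nearly all actives have a fitted effect of over 20% in size; some results filed as inactive show a strong effect at the top dose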
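20 mM phosphate pH 7.0 + 0.01% (detergent screen) or 0.0001% Triton X-100; 5.3 nM AmpC reagent; cpd preinc 15 min RT; nitrocefin (800 uM stock) to start; A480 q20 s × 4 min; Activity was normalised to no-enzyme and no-compound control wells.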
* marks the source's active call; other numbers are inactive results; u = inconclusive; x = not tested or not shown; [ ] = another dose, or the depositor's remark. Unless noted, the call rests on the fitted dose curve; in most records, active means well fitted curve in the direction sought with a large enough effect; inconclusive means small, poorly fitted or top-dose-only effect, or another doubt; inactive means no such curve, though single readings can be large; an effect the other way counts as inactive or inconclusive. Unless noted, on the % scale 0 is the no-effect control and ±100 the full control effect. Rows are unselected; overall some 7.4% were active at least once.

SMILES,LmPK inh,TbPYK inhibitor,AmpC detergent,AMA1-RON2 inh,Sm TGR block,HCMV antiviral,AmpC inh no detg
c1ccc(Cn2c(CSc3nnnn3-c3ccccc3)nc3ccccc32)cc1,0%,0%,u,-2%,0%,-35,-25%
O=C(CN(c1ccccc1F)S(=O)(=O)c1ccccc1)Nc1ccc2c(c1)OCCO2,2%,-3%,3%,-13%,-4%,u,-35%
CC(=O)c1sc(NC(=O)C(C)C)nc1C,0%,0%,1%,20%,-17%,-21,-6%
CCc1ccc(NC2CC(=O)N(c3ccc(OC)cc3OC)C2=O)cc1 (stereo not given),0%,9%,u,-13%,35µM*,-20,-22%
COc1cccc(CNS(=O)(=O)c2ccc(-n3cnnn3)c(C)c2)c1,0%,-1%,1%,-10%,2%,25,-9%
Cc1ccc(NC2OC(CO)C(O)C(O)C2O)cc1 (stereo not given),7%,7%,6%,8%,1%,-6,-9%
O=C1CC(NNc2ccccc2)C(=O)N1c1ccccc1 (stereo not given),-1%,-1%,1%,-2%,-4%,u,-31%
COc1ccc(OC)c(NC(=O)c2cccc(Cn3cc(Br)c([N+](=O)[O-])n3)c2)c1,0%,-3%,-1%,-19%,-1%,-28,-6%
Cc1ccc(-n2[nH]c(C)c(CCC#N)c2=O)cc1,-1%,-4%,u,4%,5%,x,-19%
O=C(NNC(=O)c1cccnc1SCc1cccc([N+](=O)[O-])c1)c1cccnc1,-2%,3%,-10%,63%[activator],2%,-6,-20%
Cc1oc(-c2cccc(Br)c2)nc1Cn1c(SCc2cccc(F)c2)nc2cccnc21,x,-4%,16%,x,2%,-24,x
Nc1c(Cl)cc(C2=NCCn3c2c2ccc([N+](=O)[O-])cc2[n+]3[O-])cc1Cl,x,-11%,-5%,26%,40µM*,u,-5%
COc1ccc(-c2nnc(SCCOc3ccccc3C)o2)cc1OC,x,-2%,22%,x,-3%,5,x
COC(CNC(=O)c1ccc2nc3ccccc3c(=O)n2c1)OC,-1%,-1%,2%,19%,5%,u,-6%
CN(C)c1ccc2c(=O)[nH][nH]c(=O)c2c1,-1%,-6%,-3%,-6%,-18%,52,-10%
CCc1ccc(C(=O)OCC(=O)NCCNC(=O)COC(=O)c2ccc(CC)cc2)cc1,-5%,1%,-7%,0%,-20%,17,10%
COc1ccc(NC(=O)CSc2oc(-c3ccc(C)cc3)nc2S(=O)(=O)c2ccc(C)cc2)c(OC)c1,x,-7%,-6%,x,50µM*,-8,x
Cc1cccn2c(=O)nc(SCC(=O)NCc3ccc4c(c3)OCO4)nc12,x,0%,-14%,25%,-10%,-19,-6%
COc1ccc(NC(=O)COCc2cc(-c3ccc4c(c3)OCO4)on2)cc1,x,2%,8%,x,7%,4,x
COCC(C)NS(=O)(=O)c1ccc(NC(=O)C(Cc2ccccc2)NC(N)=O)cc1 (stereo not given),-1%,0%,-4%,2%,0%,13,-3%
Cc1ccc(C2=NC(c3ccc(F)cc3)=Nc3ccc(C)cc3N2)cc1,x,-5%,20%,x,-3%,-6,x
CCOCc1nnc(NC(C)=O)s1,-2%,1%,-15%,-9%,-2%,11,-14%
COc1cccc(OC)c1OC(=O)c1cnccn1,0%,0%,-9%,-4%,9%,51,161%[activator]
CCOC(=O)CCCCC(=O)c1[nH]c(=O)[nH]c1CN1CCOCC1,-4%,7%,-10%,9.5µM*,-27%,43,-17%
CC(C)(C)c1ccc(C(=O)NCC(=O)OCC(=O)Nc2ccc3c(c2)OCCO3)cc1,4%,5%,u,-8%,-21%,2,-16%
O=C(CSc1nnc(-c2ccncc2)n1CCc1ccccc1)N1CCCC1,6%,x,u,x,10%,x,17%
CC(/C=N/NC(=O)c1ccco1)=C\c1ccccc1,3%[11.5 µM],-6%,7%,-7%,7%,5,-30%
Cc1ccc(C)n1-c1cc([N+](=O)[O-])ccc1-n1ccnc1,-3%,-2%,5%,0%,-2%,14,-8%
COc1ccc(Br)c(C(=O)OCC(=O)NC2CCCCCCC2)c1,x,3%,x,12%,x,-25,x
O=C(C1=C(O)C(=O)N(CCN2CCOCC2)C1c1ccc([N+](=O)[O-])cc1)c1cccs1 (stereo not given),-5%,4%,-8%,3%,4%,x,-14%
Cc1cc(NC(=O)CSc2nnc(Cn3c(=O)sc4ccccc43)n2-c2ccccc2C)no1,1%,-8%,u,22%,-1%,9,-15%
O=C(O)c1ccc(S(=O)(=O)N[C@H](Cc2ccc(C(F)(F)F)cc2)C(=O)O)cc1,x,x,6%,x,6%,x,-17%
Cc1ccoc1C(=O)NCCNc1ccc(Cl)cc1[N+](=O)[O-],5%,-10%,-6%,-3%[11.6 µM],-5%,-9,-29%
CCOc1ccc(CCN2C(=O)C(=O)N([C@@H](Cc3ccccc3)CN3CCC[C@H]3CN3C(=O)C(=O)NC[C@@H]3Cc3ccccc3)C[C@@H]2Cc2ccc(O)cc2)cc1,x,2%,x,0%,x,u,x
O=C(Nc1nnc([C@H]2C[C@H](O)[C@@H](CO)O2)s1)Nc1ccccc1Oc1ccccc1,x,3%,x,4%,x,-15,x
O=C(O)C1CCCCC1C(=O)Nc1ccc(F)c(F)c1 (stereo not given),-1%,44%[activator],u,1%,4%,15,-17%
O=C(NC1CCCCC1)N1CCC(n2c(=O)[nH]c3ccccc32)CC1,3%,4%,u,23%,-11%,-1,6%
O=C(CCCCCCC(=O)NCc1ccccc1)NCc1ccccc1,0%,-19%,-10%,-19%,10%,9,-16%
CCOc1ccc(-c2nnc3ccc(SCc4ccc(C(=O)OC)o4)nn23)cc1,1%,u,-8%,4%,u,-5,139%[activator]
COc1cccc(/C=N/NC(=O)c2ccc3nc[nH]c3c2)c1O,-6%,-3%,3%,72%[activator],-13%,0,-16%
CCOc1ccc(/C=C(\C#N)C(=O)Nc2sc3c(c2C(=O)OC)C(C(=O)OC)CC3)cc1OC (stereo not given),x,u,0%,x,2%,9,x
O=C(Nc1cccc(Cl)c1)c1ccc(NCC2CCCO2)c([N+](=O)[O-])c1 (stereo not given),4%,-3%,-9%,16%,-1%,37,-25%
C=CCN1C(=O)CSc2ccc(C(=O)N3CCC4(CC3)OCCO4)cc21,-2%,-2%,1%,-5%,3%,3,1%
CCc1cc2cc3c(cc2nc1SCC(=O)Nc1cc(OC)c(OC)cc1C(=O)O)OCO3,7%,x,-8%,x,1%,x,-50%
COc1ccc(CCNC(=S)N(C)C)cc1OC,1%,-9%,-13%,-4%,6%,48,0%
COc1ccc(-c2sc3ccccc3c2C#CC2(O)CCCCC2)cc1,-5%,1%,2%,5%,-21%,-16,-3%
C[C@H]1[C@H](C)CC[C@]2(C(=O)O)CC[C@]3(C)C(=CC[C@@H]4[C@@]5(C)C[C@@H](O)[C@H](O)C(C)(C)[C@@H]5CC[C@]43C)[C@H]12,1%,-3%,-8%,2%,-5%,x,-19%
CCOC(=O)N1CCN(C(=O)c2cccn3c(=O)c4cc(Cl)ccc4nc23)CC1,-1%,-1%,-12%,0%,0%,55,0%
O=C1c2ccccc2-c2c1c1ccccc1c(=O)n2-c1ccccc1,x,-1%,x,2%,x,-25,x
Cc1cccc2c(=O)c(C(=O)NCCc3ccccc3)c[nH]c12,-5%,1%,-9%,-10%,8%,-1,-23%

Further compounds follow.
SMILES,LmPK inh,TbPYK inhibitor,AmpC detergent,AMA1-RON2 inh,Sm TGR block,HCMV antiviral,AmpC inh no detg
CCn1c(NC(=O)c2ccc(COc3ccc(C)cc3[N+](=O)[O-])o2)nc2ccccc21,-1%,-6%,1%,31%[activator],-3%,-63*,-19%
COc1ccc(C(=O)OCC(=O)Nc2ccc(N3CCOCC3)cc2)cc1OC,x,-5%,-7%,2%,-28%,-38,-8%
COc1ccc(CCNC(=O)C2=CCN(S(=O)(=O)c3ccc(F)cc3)CC2)cc1OC,0%,4%,u,5%,-16%,-30,13%
O=C1NC(=S)NC1(c1ccccc1)c1ccccc1,x,-3%,x,6%,x,-16,x
Cc1cc(-c2nnc(SCC(=O)NC3CC3)n2C(C)C)cs1,-5%,13%,2%,18%,12%,0,1%
COC(=O)C1=C(c2ccc(F)cc2F)C[C@@H]2CC[C@H]1N2C(=O)NCCO,x,-3%,9%,2%,3%,1,2%
Cc1cc(C)cc(-n2ccnc2SCC(=O)Nc2ccc3c(c2)OCCO3)c1,3%,-10%,-8%,u,13%,u,-16%
O=C(NCc1ccc(Cl)cc1)c1ccc(CSCc2cccc(Cl)c2)o1,x,0%,-7%,x,5%,-5,x
CCN(CC)S(=O)(=O)c1cc(NC(=O)c2cc([N+](=O)[O-])ccc2N2CCOCC2)ccc1C,-2%,4%,1%,-21%,-16%,u,85%[activator]
O=C(NCCCN1CCOCC1)c1cc(-c2ccc(F)cc2)on1,0%,-4%,u,2%,2%,-10,2%
CSc1nccc(NC(=O)c2cccc(Br)c2)n1,4%,-1%,1%,11%,0%,-32,-18%
Cc1ccc2nc(COc3ccc(Cl)cc3)cc(=O)n2c1,-8%,-2%,5%,-9%,0%,35,-1%
CC(=O)c1ccc(S(=O)(=O)N(C)CC(=O)NCC2CCCCC2)cc1,-1%,-5%,6%,12%,2%,9,2%
COC(=O)c1cccc(Cn2cc([N+](=O)[O-])cn2)c1,1%,x,-14%,x,4%,x,-22%
CCc1ccc(C(=O)c2ccccc2C(=O)O)s1,-1%,-7%,-1%,-8%,4%,51,-14%
Cn1c(SC/C=C/c2ccccc2)nnc1-c1ccco1,-7%,-23%,u,13%,u,u,-9%
Cc1ccc(CNC(=O)C23CN(Cc4ccccc4)CC2C(c2ccc([N+](=O)[O-])cc2)=NO3)o1 (stereo not given),6%,-9%,-4%,-6%,-18%,69,-15%

Grouped by structure: the compounds so far containing a cyano group (2)
SMILES,LmPK inh,TbPYK inhibitor,AmpC detergent,AMA1-RON2 inh,Sm TGR block,HCMV antiviral,AmpC inh no detg
Cc1ccc(-n2[nH]c(C)c(CCC#N)c2=O)cc1,-1%,-4%,u,4%,5%,x,-19%
CCOc1ccc(/C=C(\C#N)C(=O)Nc2sc3c(c2C(=O)OC)C(C(=O)OC)CC3)cc1OC (stereo not given),x,u,0%,x,2%,9,x

Screening results: PubChem BioAssay, National Center for Advancing Translational Sciences (NCATS)
